Assay outcomes from PubChem.
Scp1 inh: Scp-1 phosphatase inhibitors, primary screen, biochemical, colorimetric, uHTS; Recombinant Scp1, phosphopeptide, malachite green phosphate absorbance; inhibition, % at 20 µM; 340,000 tested, 0.88% active; Carboxy-terminal domain RNA polymerase II polypeptide A small phosphatase 1 (Homo …;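 active = inhibition above about 50% at 20 µM, limit read from the data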;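 also: plate controls were DMSO wells with enzyme for no effect and wells lacking enzyme for full effect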
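assay system = SCP-1 phosphatase catalytic domain, residues 76-261 | buffer or medium = 50 mM Tris acetate pH 5.5, 0.005% Tween-20, 10 mM MgCl2 | incubation = enzyme reaction 45 min at room temperature, colour 5 min, stabilisation 30 min | signal = Phosphate-binding colour reagent, absorbance read at 630 nm | measure = % inhibition at 20 µM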
bovine MsrA act: bovine MsrA enzyme activators, primary screen, biochemical, absorbance, HTS. Methionine sulfoxide reductase A (Bos taurus). AID 602163, 2012. 360,000 tested, 0.3% active. activation, % at 10.6 µM. purified bovine MsrA, absorbance read-out; in the data active = activation above about 7.5%;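 also: 0% = vehicle and 100% = reference activator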
LMPTP block: LMPTP phosphatase inhibitors, primary screen, biochemical, fluorescence intensity, uHTS; recombinant LMPTP-A, OMFP fluorogenic substrate; Low molecular weight phosphotyrosine protein phosphatase (Homo sapiens), P24666; 360,000 tested, 0.22% active; inhibition, % at 20 µM;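 active = compounds that cut the enzyme signal by at least half of the control window in the single-dose screen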;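 also: plate controls were DMSO wells with enzyme plus substrate for no effect and substrate without enzyme for full effect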
Target sequence (P24666 whole entry, looked up): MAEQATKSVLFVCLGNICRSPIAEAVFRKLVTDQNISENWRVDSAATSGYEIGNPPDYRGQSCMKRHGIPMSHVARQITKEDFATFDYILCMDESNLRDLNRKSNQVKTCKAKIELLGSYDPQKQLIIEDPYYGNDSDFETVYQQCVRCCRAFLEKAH
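Assay system: LMPTP-A phosphatase enzyme | Input: 0.625 nM enzyme | Also added: Fluorogenic phosphatase substrate OMFP at 400 µM final | Compound dosing: One test concentration per compound, 20 µM, with 3% DMSO overall | Schedule: 50 min enzyme reaction at room temperature, protected from light | Signal: Fluorescence intensity | Benchmarks: no-enzyme and uninhibited controls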
SUMO1-SIM PPI: modulators of SUMO1 protein-protein interactions, primary screen, biochemical, uHTS. Small ubiquitin-related modifier 1 (Homo sapiens), P63165. SUMO1 binding to a labelled peptide, TR-FRET, 1 h. 360,000 tested, 0.33% active. inhibition, % at 20 µM; in the data active = inhibition above about 37%
STEP block: STEP phosphatase inhibitors, primary screen, biochemical, fluorescence intensity, uHTS; recombinant STEP, OMFP fluorogenic substrate; Tyrosine-protein phosphatase non-receptor type 5 (Homo sapiens), P54829; inhibition, % at 20 µM; 360,000 tested, 0.25% active; AID 588621, 2011;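 active = inhibition at 20 µM, scaled per plate between control wells, above about 37%, limit read from the data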;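 also: 0% = DMSO with enzyme and substrate and 100% = substrate only without enzyme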
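Material: STEP (striatal-enriched tyrosine phosphatase) enzyme, cell-free | Medium: 50 mM Bis-Tris pH 6.0 with 2.5 mM DTT and 0.005% Tween 20 | Read-out: Percent inhibition scaled to no-enzyme and uninhibited-enzyme controls, plate-pattern corrected | Signal: Fluorescence read at 480 nm ex / 540 nm em | Times: 20 min reaction, room temperature, in the dark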
DNMT1 inh: human DNMT1 methyltransferase inhibitors, primary screen, biochemical, molecular beacon, fluorescence, HinP1I cleavage, uHTS. 360,000 tested, 0.83% active. DNA (cytosine-5)-methyltransferase 1 (Homo sapiens), P26358. inhibition (reported as % activation of signal), % at 10 µM; in the data active = inhibition above about 50%
NRP1-CendR mod: modulators of CendR peptide binding to NRP-1, primary screen, biochemical, fluorescence polarization, uHTS; inhibition, % at 25 µM; 360,000 tested, 0.85% active; Neuropilin-1 (Homo sapiens), O14786; FAM-RPARPAR peptide binding to NRP-1;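 active = inhibition or corrected inhibition above about 18%, plus a signal ratio from 0.5 to 1.5, limit read from the data, passing the limit was not always enough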; also: strong numbers were not always called active
Target sequence (O14786 whole entry, looked up): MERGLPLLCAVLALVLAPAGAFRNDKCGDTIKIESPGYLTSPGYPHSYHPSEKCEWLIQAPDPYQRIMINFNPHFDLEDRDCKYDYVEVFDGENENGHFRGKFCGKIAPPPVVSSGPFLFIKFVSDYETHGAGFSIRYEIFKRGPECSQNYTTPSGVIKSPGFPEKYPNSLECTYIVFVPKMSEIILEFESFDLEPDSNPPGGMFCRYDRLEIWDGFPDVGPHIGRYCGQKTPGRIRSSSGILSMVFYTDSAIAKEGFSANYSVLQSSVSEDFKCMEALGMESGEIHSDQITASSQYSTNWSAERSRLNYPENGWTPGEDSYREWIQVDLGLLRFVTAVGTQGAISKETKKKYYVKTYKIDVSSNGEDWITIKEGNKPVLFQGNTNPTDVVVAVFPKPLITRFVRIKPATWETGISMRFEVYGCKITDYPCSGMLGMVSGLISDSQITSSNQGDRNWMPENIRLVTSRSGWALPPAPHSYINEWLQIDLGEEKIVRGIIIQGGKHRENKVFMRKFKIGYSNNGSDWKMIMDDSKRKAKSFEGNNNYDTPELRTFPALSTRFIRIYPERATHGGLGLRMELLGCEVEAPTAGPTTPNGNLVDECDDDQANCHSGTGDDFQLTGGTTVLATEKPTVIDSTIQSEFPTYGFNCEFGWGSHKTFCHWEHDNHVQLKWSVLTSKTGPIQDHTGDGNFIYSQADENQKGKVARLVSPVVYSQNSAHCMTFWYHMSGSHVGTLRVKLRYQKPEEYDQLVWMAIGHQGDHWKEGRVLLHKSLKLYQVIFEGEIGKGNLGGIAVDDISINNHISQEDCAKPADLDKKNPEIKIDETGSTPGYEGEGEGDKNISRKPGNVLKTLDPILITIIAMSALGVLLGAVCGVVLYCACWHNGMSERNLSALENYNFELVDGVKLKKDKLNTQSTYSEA
eLon inh: inhibitors of E. coli Lon protease, primary screen, biochemical, fluorescence polarization; AID 602123, 2011; purified E. coli Lon protease; inhibition, % at 7.94 µM; 360,000 tested, 0.42% active; in the data active = inhibition above about 13%, passing the limit was not always enough;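 also: 0% = enzyme with probe and DMSO and 100% = no enzyme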
MsrA inh: bovine MsrA enzyme inhibitors, primary screen, biochemical, absorbance, HTS | inhibition, % at 15.5 µM | 360,000 tested, 0.75% active | purified bovine MsrA, absorbance read-out; in the data active = inhibition above about 4.5%;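 also: 0% = vehicle wells with enzyme and 100% = reference inhibitor wells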
TbMetRS inhib: T. brucei MetRS inhibitors, primary screen, biochemical, luminescence | methionyl-tRNA synthetase (Trypanosoma brucei brucei) | purified T. brucei MetRS, ATP depletion, Kinase-Glo luminescence | inhibition, % at 11.9 µM | 360,000 tested, 0.4% active | AID 624268, 2012;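 active = inhibition above a per-plate cutoff of the control wells' mean inhibition plus 3 SD, cut at about 5.5% in these data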;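 also: 0% = DMSO wells median and 100% = median of wells with control inhibitor compound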
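Dosing: 11.9 µM single point; system: parasite MetRS enzyme; technique: luminescence of leftover ATP; times: 15 min enzyme-compound preincubation, 2 h reaction, 10 min detection, 25 °C; replicates: each compound tested once; read-out basis: percent inhibition relative to median high and low control wells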
The depositor's hits bear a star; · = not tested or not shown; & = joins results of further samples.

Scp1 inh	DNMT1 inh	mol	SUMO1-SIM PPI	eLon inh	LMPTP block	STEP block	MsrA inh	TbMetRS inhib	bovine MsrA act	NRP1-CendR mod
-13	-16	CC(=O)c1sc2nc(-c3cccs3)ccc2c1N	-13	-8	2.0	12	2.1	-0.1	-2	-15
-3	2	O=C(CCNC(=O)c1ccccc1Cl)NCc1ccncc1	-2	12	-1.6	-2	1.3	-0.5	-8	-18
-13	1	O=C(O)CSc1nc2c(c(=O)[nH]1)CCCC2	-3	4	-0.5	0	-1.1	0.3	-3	-1
8	0	C/C(=N\O)c1ncc(C(F)(F)F)cc1Cl	-2	-3	-1.9	-3	1.4	1.3	-2	-1
-26	6	Cc1cc(C)c(N2C(=NC(=O)CCCC(=O)O)SC3CS(=O)(=O)CC32)c(C)c1 (stereo not drawn)	-2	-4	-0.1	-2	1.1	0.2	-1	10
-10	3	CCN(CC(=O)Nc1c(F)cccc1F)C(=O)C1CC(=O)N(CCc2ccc(OC)c(OC)c2)C1 (stereo not drawn)	5	-8	-1.1	0	1.5	-0.2	-2	6
-1	5	CCOC(=O)c1c(CC(C)C)csc1NC(=O)COC(=O)c1cc(OC)c(OC)cc1[N+](=O)[O-]	-1	-2	1.7	0	-1.0	-0.1	-2	0
0	-2	S=c1[nH]ncn1NCc1cccc(Br)c1	-2	3	-11	1	-0.1	-0.1	3	2
0	-1	COC(=O)c1ccc(NC(=O)C(C)Oc2ccccc2)cc1 (stereo not drawn)	0	-6	0.2	-2	1.0	-0.4	2	21
-5	1	O=C(NCCc1ccc(Cl)cc1)c1ccc(Br)s1	1	1	2.1	-3	-0.2	0.7	-2	4
-4	2	CC(C)(C)c1cc(CCC(=O)NNC(=S)NC(=O)c2ccccc2)cc(C(C)(C)C)c1O	3	-4	3.0	4	·	-1.0	4	3
-9	3	N#CC1=C(S)N(c2ccccc2)C2(CCCCC2)NC1=O	0	4	-0.7	-2	1.5	-0.6	-4	-3
-12	-8	COc1ccc(C)cc1NC(=O)c1ccccc1NS(=O)(=O)c1ccc(Cl)s1	7	3	1.9	-3	1.7	0.0	-5	-14
16	-8	CCCn1c(C)cc(/C=C(\C#N)C(=O)OCC(=O)Nc2cccc(S(N)(=O)=O)c2)c1C	-24	-11	1.0	3	1.8	-0.3	-4	3
-1	0	COc1ccc(N2CCN(S(=O)(=O)CCNC(=O)C(C)Oc3ccccc3)CC2)cc1 (stereo not drawn)	-1	-7	-0.9	-1	0.6	-0.3	-2	-2
7	0	Cc1ccc(C(C)C)c(O)c1	5	-3	-1.9	-6	-1.1	-0.3	-11	-11

By substructure, the entries above containing four or more nitrogen atoms
Scp1 inh	DNMT1 inh	mol	SUMO1-SIM PPI	eLon inh	LMPTP block	STEP block	MsrA inh	TbMetRS inhib	bovine MsrA act	NRP1-CendR mod
0	-2	S=c1[nH]ncn1NCc1cccc(Br)c1	-2	3	-11	1	-0.1	-0.1	3	2
16	-8	CCCn1c(C)cc(/C=C(\C#N)C(=O)OCC(=O)Nc2cccc(S(N)(=O)=O)c2)c1C	-24	-11	1.0	3	1.8	-0.3	-4	3

Back to the main list; the 2 compounds before the break are reprinted first.
Scp1 inh	DNMT1 inh	mol	SUMO1-SIM PPI	eLon inh	LMPTP block	STEP block	MsrA inh	TbMetRS inhib	bovine MsrA act	NRP1-CendR mod
-1	0	COc1ccc(N2CCN(S(=O)(=O)CCNC(=O)C(C)Oc3ccccc3)CC2)cc1 (stereo not drawn)	-1	-7	-0.9	-1	0.6	-0.3	-2	-2
7	0	Cc1ccc(C(C)C)c(O)c1	5	-3	-1.9	-6	-1.1	-0.3	-11	-11
-7	-6	CC(C)Oc1cccc(-c2cc(C(=O)NC(=S)N(C)c3ccccc3C(=O)O)c3ccccc3n2)c1	3	-8	0.6	3	0.8	0.2	-3	10
-5	-3	CC(C)[C@H](NC(=O)c1ccccc1Cl)C(=O)Nc1ccc(S(=O)(=O)Nc2nccs2)cc1	11	-8	-1.9	-2	0.0	-0.4	-2	8
-12	-2	Cc1nnc(SCC(=O)Nc2cc(S(=O)(=O)N3CCCC3)ccc2Cl)s1	-5	-7	0.2	-3	-1.0	0.6	-3	-5
2	-1	Cc1ccccc1NCC(=O)c1ccc(Br)cc1	1	-2	1.6	4	0.1	-0.4	3	2
-5	-8	Cc1ccc(S(=O)(=O)Nc2ccc3c(c2)CC(=O)N([C@H](C)CO)C[C@H](C)[C@H](CN(C)Cc2ccc4c(c2)OCO4)O3)cc1	3	-15	-0.3	-2	-1.4	-0.1	-1	8
-6	1	O=C(NC1CCCCCC1)c1cc2n(n1)C(C(F)(F)F)CC(c1ccco1)N2 (stereo not drawn)	0	3	0.6	3	0.4	0.0	1	-1
26	-1	CN(CC(=O)Nc1cccc2c1CCCC2)S(=O)(=O)c1ccc(Br)cc1	-6	-5	2.4	0	1.4	0.0	0	-3
-4	-8	Cc1cc(C)c(C)c(OCc2nc(-c3cccnc3)no2)c1	-2	3	2.0	1	-0.5	-0.1	-1	0
-5	-3	COC(=O)C1=C(C)NC(=O)NC1c1cccc(OC)c1OCc1ccccc1 (stereo not drawn)	-1	-12	-0.3	-1	-0.3	-0.9	-9	-3
-12	-3	COc1cccc(OC)c1C(=O)N1CCN(Cc2ccccc2C)CC1	2	0	-2.8	2	0.9	-0.5	-4	9
7	-1	O=C(O)CC1S/C(=N\N=C/c2ccccc2)N(c2ccc(O)cc2)C1=O (stereo not drawn)	1	0	0.4	0	0.3	-0.8	-3	1
-6	1	O=C(NNC(=S)NCc1ccc(Cl)cc1)c1ccc(Br)o1	1	-9	-0.9	-1	2.0	1.2	-4	7
-8	-9	Cc1cc(NC(=O)/C=C/c2ccc(F)cc2)n(-c2nc3ccccc3[nH]2)n1	6	-11	-0.3	-1	1.1	-0.3	4	7
-9	-2	CCOC(=O)C1=C(CCc2ccccc2)NC(=O)NC1c1ccc(C#N)cc1 (stereo not drawn)	4	-3	0.2	0	1.0	0.1	2	-1
-9	-3	O=C(CSc1nnc(CNC(=O)c2cccs2)o1)c1ccccc1	2	-3	0.0	-20	-0.5	-0.2	0	7
-3	0	c1ccc(CSC2=NCCS2)cc1	1	-6	-0.4	-1	-0.8	-0.6	-3	0
-7	-1	CCC(C)[C@H](NC(=O)NCCCOC(C)C)C(=O)OC (stereo partly drawn)	-5	3	0.1	4	-0.7	-0.7	-4	9
-7	-1	Cc1c([N+](=O)[O-])cc(C(=O)N2CCOCC2)cc1[N+](=O)[O-]	20	5	-1.4	1	-0.5	0.2	-6	3
-8	-1	COc1ccc(CCCc2nnc(SCC(=O)Nc3cc(C)c(C)cc3Br)o2)cc1	1	8	3.0	1	-0.3	0.2	-1	-21
-5	-4	CCC(=O)Nc1ccc(NCc2cccs2)cc1	8	-8	0.3	-1	-0.4	-1.5	2	-1
-1	2	O=C(c1ccc(-c2ccccc2Cl)o1)N1CCC1	-10	-6	0.4	-1	0.9	-0.2	-3	-5
5	-1	O=C(Nc1ccc(F)cc1F)NC1CCN(Cc2c(F)cccc2Cl)CC1	4	-5	-1.9	4	0.4	2.9	0	3
-9	-2	CC(=O)Oc1ccccc1C1OC(=O)c2ccccc2N1C(C)=O (stereo not drawn)	1	-5	-1.4	-4	1.5	-1.4	-5	-3
-3	2	COc1ccc(-n2c(O)c(C=NC3CC3)c(=O)[nH]c2=O)cc1	0	7	-1.6	0	0.7	-0.9	-4	6
1	2	COc1cc(C)c(S(=O)(=O)n2nnc3ccccc32)cc1C	-1	7	-0.2	-2	-0.1	0.0	-3	6
3	-2	CN(C)C(CNC(=O)CNC(=O)c1ccc(Br)cc1)c1ccccc1 (stereo not drawn)	-2	-4	-1.5	0	0.5	-0.2	-2	4
-2	4	Cc1sc2c(c1C)c(=O)nc1scc(CC(=O)O)n12	5	-6	-0.9	-2	0.4	0.0	0	-2
-13	-3	COc1ccc(CNC(=O)c2cc(-c3cc(C)ccc3O)n[nH]2)cc1	0	7	2.1	5	-0.8	0.2	-2	3
2	4	COc1ccc(-n2c(SC)nc(O)cc2=O)cc1	1	4	-0.3	2	-1.0	-0.7	-1	-7
-8	0	CCN(CC)CCNC(=O)CCn1c(=S)[nH]c2cc3c(cc2c1=O)OCO3	1	2	-1.7	2	2.0	-0.3	-1	0
2	4	Cc1sc2ncn(CC(=O)NCc3ccccc3)c(=O)c2c1C	-2	-6	0.4	-3	-0.3	0.1	-8	-12
-5	-3	O=c1cc(CSc2nnc(COc3ccccc3)n2-c2ccccc2)c2ccccc2[nH]1	-3	1	1.9	0	-0.8	0.4	-2	-8
-10	-7	C[C@H](NC(=O)c1[nH]cnc1C(=O)Nc1ccc(Cl)cc1)c1ccccc1	3	7	3.6	-4	0.3	-0.3	0	37*
-9	6	Cn1c(CCCOc2ccc(Cl)cc2Cl)n[nH]c1=S	-3	-28	-5.2	1	0.2	7.1*	-3	-12
-10	3	O=C(/C=C/c1ccccc1Cl)Nc1ccc(-c2nnc3n2CCCCC3)cc1	-5	-8	-1.0	-4	0.4	-0.2	-3	6
10	15	COCCN(CCOC)S(=O)(=O)c1ccc(C(=O)Nc2sc3c(c2C(N)=O)CCCCC3)cc1	-2	-17	-1.5	2	-0.2	-0.2	-2	3
-12	1	O=c1c2[nH]c3ccc(F)cc3c2ncn1CCN1CCN(Cc2ccccc2)CC1	-2	-9	-0.2	-2	0.1	-0.5	0	3
-13	3	COc1ccc(C(=O)NCCN2C(=O)S/C(=C\c3cccnc3)C2=O)c(OC)c1OC	-19	5	-1.6	2	1.4	-0.3	-7	-26
87*	25&14	Cc1cccn2c(=O)c3cc(C#N)c(=NC(=O)c4ccccc4)n(Cc4ccco4)c3nc12	13&11	-1&2	29&15	5&3	2.7	0.0&-0.3	-5&-6	-69&-43
-2	2	COc1ccccc1CN(C)C(=O)c1sccc1-c1ccccc1	-5	9	-5.8	4	-0.7	0.2	0	3
-2	-2	CCOc1cc(C)nc(N2CCN(C3CCCCC3)CC2)n1	-1	-8	-0.6	-4	0.0	-0.1	-2	-4
